# Assay outcomes from PubChem.
# EPAC2 antagonist – qHTS for Antagonist of cAMP-regulated guanine nucleotide exchange factor 2 (EPAC2): primary screen | hit rate 0.18% among 360,000 | Rap guanine nucleotide exchange factor 4 (Homo sapiens), Q8WZA2 | EPAC2 GEF exchange of Rap1B-BODIPY-GDP, fluorescence | Potency, µM (titrated, usually from 114 µM), for the others: at the highest dose activity, negative = inhibition, hits mostly inhibitors | AID 720708, 2013; further: on the % scale 0 is the no-effect control and ±100 the full control effect; nearly all actives have a fitted effect of over 45% in size; many of its hits are not listed in these tables
# EPAC1 antagonist – qHTS for Antagonist of cAMP-regulated guanine nucleotide exchange factor 3 (EPAC1): primary screen; EPAC1 GEF assay, Rap1b-BODIPY-GDP exchange fluorescence; Potency, µM (top dose mostly 115 µM), inactives show at the top dose activity change, negative = inhibition, most hits filed as inhibitors; hit rate 0.14% among 360,000; AID 720709, 2013;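 further: plate controls were vehicle for no effect and positive control for full effect; nearly all actives have a fitted effect of over 50% in size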
# Target sequence (O95398 whole entry, looked up): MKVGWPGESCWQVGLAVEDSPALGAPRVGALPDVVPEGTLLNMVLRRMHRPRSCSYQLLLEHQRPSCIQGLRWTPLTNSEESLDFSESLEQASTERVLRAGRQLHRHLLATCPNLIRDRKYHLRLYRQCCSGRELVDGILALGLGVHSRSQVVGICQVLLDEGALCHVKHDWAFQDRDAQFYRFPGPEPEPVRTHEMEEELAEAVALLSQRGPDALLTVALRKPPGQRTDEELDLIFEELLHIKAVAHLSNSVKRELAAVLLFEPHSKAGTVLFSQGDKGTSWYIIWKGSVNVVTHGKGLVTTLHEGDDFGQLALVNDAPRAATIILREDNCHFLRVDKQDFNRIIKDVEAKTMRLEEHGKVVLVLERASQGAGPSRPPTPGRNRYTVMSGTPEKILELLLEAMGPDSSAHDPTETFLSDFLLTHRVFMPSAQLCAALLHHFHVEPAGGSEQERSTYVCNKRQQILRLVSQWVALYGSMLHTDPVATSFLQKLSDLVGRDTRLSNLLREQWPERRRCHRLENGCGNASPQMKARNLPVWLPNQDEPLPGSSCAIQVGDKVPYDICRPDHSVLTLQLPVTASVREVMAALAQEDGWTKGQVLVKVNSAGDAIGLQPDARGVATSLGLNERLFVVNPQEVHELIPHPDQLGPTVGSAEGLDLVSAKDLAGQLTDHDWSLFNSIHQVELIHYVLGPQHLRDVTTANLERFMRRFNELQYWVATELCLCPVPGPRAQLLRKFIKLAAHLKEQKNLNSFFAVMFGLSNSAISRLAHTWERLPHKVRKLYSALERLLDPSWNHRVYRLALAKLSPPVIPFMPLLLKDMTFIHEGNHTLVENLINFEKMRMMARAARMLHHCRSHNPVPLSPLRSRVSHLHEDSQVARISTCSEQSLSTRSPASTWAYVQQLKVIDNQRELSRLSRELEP
# PTHR1 agonist – qHTS for PTHR1 Agonists: Primary Screen. Parathyroid hormone/parathyroid hormone-related peptide receptor (Homo sapiens), Q03431. HEK293 GP2 PTHR1 cells, GloSensor cAMP luminescence, 1 h. Potency, µM (highest dose often 115 µM), inactives show top-dose activation, usual class: activators. hit rate 0.075% among 410,000; further: nearly all actives have a fitted effect of over 55% in size; some results filed as inactive show a strong effect at the top dose; inactives centre near -15; many of its hits are not listed in these tables
#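 HEK-293-derived GP2 cells expressing PTHR1 and a GloSensor cAMP reporter, 3,000/well, plated overnight, given luciferin plus IBMX (each 0.5 mM as added) for 1 h at 37 °C, then compound for 1 h at 37 °C. Luminescence was read after 15 min at room temperature.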
# EPAC1 ag – qHTS for Agonist of cAMP-regulated guanine nucleotide exchange factor 3 (EPAC1): primary screen | Rap guanine nucleotide exchange factor 3 (Homo sapiens), O95398 | EPAC1 agonist qHTS, biochemical assay; response scale: 100% = response to 6.5 mM cAMP | Potency, µM (doses to about 154 µM), without a hit: at the top dose activation, hits mostly activators | hit rate 0.073% among 360,000 | AID 720707, 2013; further: nearly all actives have a fitted effect of over 60% in size
#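 Fluorescent GDP-exchange assay: 100 nM EPAC1 with 250 nM Rap1B preloaded with BODIPY-GDP and 50 uM GDP; compounds tested as concentration series, 5 min at room temperature, then read every 5 min for 30 min (ex 480/em 540 nm); normalized to 6.5 mM cAMP.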
# TDP-43 yeast inh – qHTS of TDP-43 Inhibitors; TDP-43 expressing yeast growth rescue, BacTiter-Glo, 24 h; Potency, µM (highest dose often 46.1 µM), for the others: at the top dose growth rescue (activation), actives largely listed as activators; hit rate 1.8% among 410,000; further: % of control where 0% means no effect; nearly all actives have a fitted effect of over 50% in size
#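 Yeast cells expressing TDP-43 under galactose induction are exposed to compounds for 24 hr at 30 deg C. BacTiter-Glo luminescence measures growth, so protective compounds score as activators.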
# FUS suppressor – qHTS for Suppressors of FUS Proteinopathy: Primary screen using FUS-linked yeast assay | S. cerevisiae FUS-expressing, growth rescue, OD600, 24 h | Potency, µM (series often up to 76.6 µM), for the others: at the highest dose growth rescue (activation), most hits filed as activators | hit rate 0.24% among 390,000;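 further: plate controls were DMSO vehicle for no effect and reference control for full effect; nearly all actives have a fitted effect of over 55% in size; some results filed as inactive show a strong effect at the top dose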
#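 Read-out: OD at 600 nm after 24hr at 30C, reporting rescue of FUS-induced yeast toxicity. Cells at OD 0.005 in galactose (2%) minimal medium; compounds tested in a dilution series; CP55940 titration from 92uM final as control.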
# EPAC2 agonist – qHTS for Agonist of cAMP-regulated guanine nucleotide exchange factor 4 (EPAC2): primary screen; EPAC2 activation, biochemical qHTS; response scale: 100% = 6.5 mM cAMP response; Potency, µM (doses to about 154 µM), for the others: top-dose activation, hits mostly activators; hit rate 0.079% among 360,000; AID 720711, 2013; further: nearly all actives have a fitted effect of over 50% in size
#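 qHTS, titration series. 100 nM EPAC2 / 250 nM Rap1B-BODIPY-GDP / 50 uM GDP; RT; ex 480/em 540 nm, 5-min reads to 30 min. Norm. to 6.5 mM cAMP = activation.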
# aSyn rescue – qHTS of alpha-syn Inhibitors; AID 652106, 2013; Potency, µM (top dose mostly 46.1 µM), for the others: at the highest dose growth rescue (activation), usual class: activators; hit rate 0.14% among 370,000; Yeast expressing alpha-synuclein, growth rescue, BacTiter-Glo, 24 h; further: % of control where 0% means no effect; nearly all actives have a fitted effect of over 65% in size
#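 Rescue of yeast growth: cells expressing toxic alpha-synuclein, induced in galactose at OD600 0.02, incubated with compound 24 h at 30 C. ATP luminescence quantified growth; inhibitors of toxicity appear as activators.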
# Active calls of the source: *; i = inactive; ? = inconclusive; / = not tested or not shown; [ ] = dose if it differs, or a comment. The call rests on the fitted dose curve; in most records, active means well fitted curve in the direction sought with a large enough effect; inconclusive means small, poorly fitted or top-dose-only effect, or another doubt; inactive means no such curve, though single readings can be large; an effect the other way counts as inactive or inconclusive. Potency means the concentration at half of the fitted maximal effect. The list is partial; rates above refer to the full screens.
SMILES,EPAC2 antagonist,EPAC1 antagonist,PTHR1 agonist,EPAC1 ag,TDP-43 yeast inh,FUS suppressor,EPAC2 agonist,aSyn rescue
O=C1CSC(=S)N1c1ccc(Cl)c(Cl)c1,-5%,-5%,-21%,5%,?,48%,13%,-17%
Cn1cc(CNC(=O)c2cc(COc3ccc4c(c3)CCCC4)on2)cn1,-10%,-10%,-10%,4%,?,/,-4%,-10%
CCCn1c(/C=N/Nc2nc3ccccc3[nH]2)nc2ccccc21,5%,-23%,-8%,9%,28%,/,5%,1%
Cc1ccc(N2CCN(S(=O)(=O)c3ccc4[nH]c5c(c4c3)CCCCC5)CC2)c(C)c1,/,/,-25%,/,10%,?,/,1%
CCCCC(=O)N1CCN(c2ccc(OC)cc2[N+](=O)[O-])CC1,-1%,18%,i,-8%,30%,13%,-5%,-2%
CC(=O)Nc1ccc(NC(=O)CSc2nnc(NC(=O)C3CC(=O)N(c4ccc(F)cc4)C3)s2)cc1 (configuration not stated),-3%,-10%,i,16%,-9%,20%,-1%,-8%
COc1ccc(-c2ccc(CCC(=O)O)n2NC(=O)c2cccs2)cc1,10%,-28%,i,1%,0%,-5%,6%,4%
FC(F)(F)c1nnc2sc(-c3ccncc3)nn12,4%[57.1 µM],18%,?,-1%,21%,2%,-1%,-7%
C1CCc2c(nc3nnnn3c2NCC2CC2)C1,1%,13%,i,20%,5%,2%,7%,6%
CCCCN1CC(=O)N2[C@H]3c4cc(C)ccc4OC[C@@H]3[C@H](c3ccccc3)[C@]2(C)C1=O,3%,-25%,i,4%,22%,35%,13%,-4%
Cc1ccc(CC(=O)NC2CCN(Cc3ccccc3)CC2)cc1,-4%,-19%,-27%,-5%,-1%,15%,0%,-4%
Cc1ccc(NC(=O)C2CSC3(C)CCC(=O)N23)cc1S(=O)(=O)N1CCOCC1 (configuration not stated),2%,11%,-40%[inhibitor],-10%,-4%,8%,4%,-3%
Cn1cccc1CC(=O)NNC(=S)NC(=O)c1ccccc1Br,-3%,14%,i,8%,?,22%,10%,?
CC(=O)Nc1cccc(C(=O)OC(C(=O)c2ccc(C)cc2)c2ccccc2)c1 (configuration not stated),-12%,-28%,-22%,22%,-7%,55%,24%,-7%
COCCSc1nnc(NC(=O)Cc2cccs2)s1,10%,2%,i,3%,-14%,29%,5%,-1%
CN(C(=O)NC(=O)C1=C(N2CCOCC2)/C(=C/c2ccccc2)CC1)S(C)(=O)=O,-1%,5%,-19%[57.5 µM],4%,-13%,1%,4%,10%
COc1ccccc1C(=O)C1CCCN(C(=O)c2cc(CC(C)C)nc(C)n2)C1 (configuration not stated),10%,-3%,?,3%,18%,-5%,2%,9%
CCCc1nnc(SCC(=O)N2C(C)CCCC2C)n1CC1CCCO1 (configuration not stated),-2%,4%,-10%[57.5 µM],1%,-22%,17%,3%,-22%
N#Cc1ccc(CSc2nnc(-c3ccccn3)n2-c2ccccc2)cc1,-2%,2%,i,-2%,14%,-7%,0%,6%
O=C(Nc1sc2c(c1C(=O)O)CCC2)c1ccccc1,-8%,?,-13%,-13%,16%,16%,1%,-9%
O=C(CN1CCOCC1)NNC(=S)Nc1ccccc1,31%[activator],0%,-26%,0%,-3%,-18%,6%,-11%
COc1ccc(C(C)=O)cc1COC(=O)c1cccc(N(C)C)c1,-1%,-8%,-32%[inhibitor][57.5 µM],9%,?,16%,15%,0%
CCOC(=O)c1c(C)c(C(=O)NCc2ccco2)c(C)n1C,3%[57.1 µM],-2%,i,7%,12%,-28%,7%,7%
Cc1cccc(C)c1NC(=O)Nc1cccs1,7%,-11%,i,6%,0%,16%,5%,2%
CC1=NN(Cc2ccccc2)C(=O)C1,-3%,-10%,-11%,11%,-3%,/,10%,-1%
COc1ccc(N2CC(C(=O)OCC(=O)Nc3cccc(C)c3)CC2=O)cc1 (configuration not stated),1%,-2%,18%,0%,0%,12%,-5%,1%
CSCCC(=O)N1CCC(n2nccc2NC(=O)CCCc2ccccc2)CC1,5%,1%,i,-13%,12%,-17%,3%,-1%
COc1ccc(OCC(O)CN2CCc3ccccc3C2)cc1 (configuration not stated),0%,-16%,i,5%,-12%,6%,7%,3%
COC(=O)[C@@]12C[C@@H](CC(=O)NCc3cccs3)C(=O)N(Cc3cccc4ccccc34)C1=CCC(C)(C)C2,-17%,-6%,-13%,-1%,29%,?,11%,15%
O=C(C1CCN(c2nnc(-n3cccc3)s2)CC1)N1CCOCC1,9%,-14%,-11%,-10%,-16%,12%,9%,2%

# Full records from above. Values in the order: EPAC2 antagonist | EPAC1 antagonist | PTHR1 agonist | EPAC1 ag | TDP-43 yeast inh | FUS suppressor | EPAC2 agonist | aSyn rescue
# `CC(=O)Nc1cccc(C(=O)OC(C(=O)c2ccc(C)cc2)c2ccccc2)c1` (configuration not stated) is listed as -12% | -28% | -22% | 22% | -7% | 55% | 24% | -7%
# `Cn1cc(CNC(=O)c2cc(COc3ccc4c(c3)CCCC4)on2)cn1` is listed as -10% | -10% | -10% | 4% | ? | / | -4% | -10%

# More compounds.
SMILES,EPAC2 antagonist,EPAC1 antagonist,PTHR1 agonist,EPAC1 ag,TDP-43 yeast inh,FUS suppressor,EPAC2 agonist,aSyn rescue
COCCn1cnc2c1c(=O)n(CC(=O)c1ccc3c(c1)OCCO3)c(=O)n2Cc1ccccc1,-5%,-4%,-23%,7%,-4%,-19%,3%,0%
O=C(N/N=C/c1ccc2cccc(OCc3ccccc3)c2n1)c1ccc(Cl)cc1,6%,-25%,-14%,2%,22%,-20%,-1%,-1%
O=C1Nc2ccc(F)cc2C12Nc1ccccc1-c1nnc(SCc3ccccc3F)nc1O2 (configuration not stated),-1%,-6%,i,6%,-21%,16%,12%,-23%
O=C(COC(=O)c1cccc(NS(=O)(=O)c2ccc(F)c(F)c2)c1)NC(=O)NC1CCCC1,-11%,?,-84%[inhibitor],3%,-6%,9%,24%,-6%
COc1ccc(C2(O)CCN(CC(=O)Nc3nc(-c4ccccc4)cs3)CC2)cc1,-1%,-26%,-27%,15%,-5%,9%,10%,-1%
CCOC(=O)c1cc(-c2ccccc2)n(Cc2cc(CC)no2)n1,8%,-21%,-7%,-5%,-7%,1%,12%,1%
COc1ccc(/C=C/C(=O)N2CCN(c3ccccn3)CC2)c(OC)c1OC,0%,-1%,i,-3%,8%,-24%,2%,-4%
COC1=C/C(=C/c2c(N)n3c(nc2=O)sc2cc(S(C)(=O)=O)ccc23)C=CC1=O,-14%,-3%,-61%[inhibitor],6%,7%,8%,14%,-3%
CCN1CCN(S(=O)(=O)c2ccc(Cl)c(C(=O)NCc3nc4ccccc4[nH]3)c2)CC1,-8%,-11%,-3%,3%,-12%,9%,-4%,6%
CCOc1ccc(N(CC(=O)Nc2ccccc2)S(C)(=O)=O)cc1,-5%,4%,-45%[inhibitor][57.5 µM],-1%,0%,11%,3%,9%
Cc1ccc(-c2nc3ccccc3c(=O)n2NC(=S)N(C)C)cc1,1%,-7%,?,1%,-5%,/,13%,-12%
CC1(C)CC(=O)C2=C(C1)OC1=C(C(=O)CC(C)(C)C1)C2c1ccc(O)c([N+](=O)[O-])c1,?,-9%,-8%,0%,7%,-2%,0%,-1%
O=C(CCCC(=O)OCC(=O)c1ccc(Cl)cc1)NC1CCCCC1,20%,17%,i,1%,-8%,/,1%,7%
Cc1noc(C)c1S(=O)(=O)NC(=O)C1(C)CCN1C(=O)C1(c2ccc(Cl)cc2)CCC1 (configuration not stated),-11%,-15%,-13%,-3%,19%,5%,7%,-3%
COc1ccc(C2NC(=S)NC(C)=C2C(=O)Nc2ccccn2)cc1 (configuration not stated),12%,8%,-13%,9%,14%,7%,12%,-4%
COc1ccccc1NS(=O)(=O)c1cccc(C(=O)NNC(=O)c2ccc(=O)[nH]c2)c1,-1%,13%,-27%,5%,12%,13%,-1%,-4%[1.84 µM]
Cn1c(=O)c2c(nc(CN3CCN(C(c4ccccc4)c4ccccc4)CC3)n2CCCO)n(C)c1=O,-19%,13%,1%,1%,-10%,16%,-6%,1%
N#CC1C(=O)c2ccccc2C1c1ccccc1 (configuration not stated),0%,-16%,-23%,-1%,26%,/,-5%,-58%[inhibitor]
CCCCNS(=O)(=O)c1ccc(OC)cc1,-2%,-4%,-16%[57.5 µM],3%,0%,0%,5%,4%
Cc1ccn2c(C(=O)N/N=C\c3ccc4c(c3)OCO4)c(C)nc2c1,4%,-20%,-35%[inhibitor],-6%,7%,/,11%,1%
COc1ccc(NC(=O)CSc2nnnn2C2CC2)cc1S(=O)(=O)N1CCOCC1,4%,3%,i,5%,?,11%,9%,4%
COc1ccccc1-n1cc([C@@H]2C[C@H]3CN(c4ccccc4)C(=O)[C@]34CCCN24)cn1,19%,-3%,-5%,1%,-19%,46%,4%,0%
COc1ccc(OC)c(CC(=O)Nc2ccc3c(c2)c(=O)n(C)n3Cc2cccc(C(F)(F)F)c2)c1,-10%,-27%,-20%,-5%,-18%,8%,-2%,0%
Cc1cccc(-n2nnc(C(=O)NCc3ccco3)c2N)c1,-1%,-8%,-3%,9%,9%,-6%,-8%,0%
O=C(Nc1ccncc1)Nc1ccc(F)c(Cl)c1,-13%,-17%,-25%,-4%,1%,-15%,7%,-14%
O=C(COC(=O)Cc1c(Cl)cccc1Cl)NCc1ccccc1,-5%,1%,i,-1%,?,-5%,6%,1%
Cc1cccc(-n2c(C)cc(/C=N/NC(=O)c3cccc([N+](=O)[O-])c3C)c2C)c1,8%,10%,i,-1%,-6%,?,10%,-2%
OC1(c2ccccc2)CN(c2ccccc2)C2=[N+]1CCS2 (configuration not stated),-2%,7%,i,6%,14%,/,5%,5%
O=C(COC(=O)CNC(=O)c1cccc([N+](=O)[O-])c1)Nc1nc2ccccc2s1,-25%,-3%,i,-4%,22%,/,-8%,1%

# Some of the entries so far, as tab-separated lines:
structure	EPAC2 antagonist	EPAC1 antagonist	PTHR1 agonist	EPAC1 ag	TDP-43 yeast inh	FUS suppressor	EPAC2 agonist	aSyn rescue
COc1ccccc1NS(=O)(=O)c1cccc(C(=O)NNC(=O)c2ccc(=O)[nH]c2)c1	-1%	13%	-27%	5%	12%	13%	-1%	-4%[1.84 µM]
Cn1c(=O)c2c(nc(CN3CCN(C(c4ccccc4)c4ccccc4)CC3)n2CCCO)n(C)c1=O	-19%	13%	1%	1%	-10%	16%	-6%	1%
